Source: PubChem BioAssay
tim23-1 inh = tim23-1 yeast growth inhibition | S. cerevisiae tim23-1 growth, BacTiter-Glo luminescence, 24 h | inhibition, % at 20 µM | actives 1.3% (n = 330,000) | AID 463212;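 active means growth inhibition of the mutant yeast at or above 50%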;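 further: temperature-sensitive mutant grown at 25 °C; plate controls were DMSO-treated mutant yeast for no effect and medium wells lacking yeast for full effect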
XBP1 UPR activ = activators of adaptive arm of unfolded protein response (XBP1). actives 0.33% (n = 330,000). CHO-XBP1 luciferase reporter, IRE1-XBP1 UPR activation, luminescence; percent of tunicamycin response, DMSO as zero. activation, % at 20 µM;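 active means versus positive control, 20 µM dose yields 30% or more activation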;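 further: 100% = tunicamycin at 10 µg/mL and 0% = DMSO only wells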
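Material: IRE1-XBP1 luciferase reporter CHO line / Quantity: one thousand reporter cells per well / Buffer or medium: F12 with 10% serum / Compound: 20 µM single concentration, DMSO 1% / Times: 6 h treatment, 37 °C / Detection: Steady-Glo luciferase glow luminescence, 10 min after reagent addition / Benchmarks: tunicamycin high, DMSO low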
CXCR6 inh = blocks human CXCR6 beta-arrestin recruitment; O00574; CHO-K1 PathHunter CXCR6 beta-arrestin, luminescence; inhibition, % at 20 µM; actives 0.36% (n = 360,000); in the data active means inhibition above about 34%, passing the limit was not always enough;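 further: antagonist mode with CXCL16 agonist at 10 nM final; 0% = 10 nM CXCL16 with DMSO and 100% = unstimulated wells without agonist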
APJ antagonist = antagonists of human APJ apelin receptor. P35414. CHO-K1 APJ beta-arrestin complementation, luminescence. inhibition, % at 20 µM. actives 0.32% (n = 330,000);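 active means inhibition above about 40% at 20 µM, limit read from the data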;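 further: cells challenged with 10 nM apelin-13 agonist together with compound; plate controls were apelin-13 plus DMSO wells for no effect and DMSO wells lacking apelin-13 for full effect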
CCR6 antagonist = antagonists of human CCR6 receptor. P51684. CHO-K1 CCR6 PathHunter beta-arrestin, luminescence, CCL20-stimulated. inhibition, % at 20 µM. actives 0.49% (n = 340,000);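 active means compounds whose inhibition of the agonist-driven luminescence signal at 20 µM reaches about 50%, limit read from the data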;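 further: cells stimulated with CCL20 at 14 nM final; plate controls were DMSO with CCL20 for no effect and DMSO without agonist for full effect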
EBI2 antag = antagonists of human EBI2 receptor | P32249 | EBI2 beta-arrestin recruitment, luminescence, 7a,25-OHC stimulated | inhibition, % at 5 µM | actives 0.81% (n = 360,000); in the data active means inhibition above about 38%;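 further: enzyme fragment complementation signal reports receptor beta-arrestin coupling in cells; 0% = agonist plus DMSO wells and 100% = wells without agonist; some results beyond the cut were filed as inactive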
Mdm2 MdmX PPI = disrupts the human Mdm2-MdmX interaction; inhibition, % at 8 µM; actives 3% (n = 330,000); SaOS-2 split-luciferase Mdm2/MdmX complementation, luminescence;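 active means inhibition of at least 50% at 8 µM in the primary screen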
Target sequence (O15151 whole entry, looked up): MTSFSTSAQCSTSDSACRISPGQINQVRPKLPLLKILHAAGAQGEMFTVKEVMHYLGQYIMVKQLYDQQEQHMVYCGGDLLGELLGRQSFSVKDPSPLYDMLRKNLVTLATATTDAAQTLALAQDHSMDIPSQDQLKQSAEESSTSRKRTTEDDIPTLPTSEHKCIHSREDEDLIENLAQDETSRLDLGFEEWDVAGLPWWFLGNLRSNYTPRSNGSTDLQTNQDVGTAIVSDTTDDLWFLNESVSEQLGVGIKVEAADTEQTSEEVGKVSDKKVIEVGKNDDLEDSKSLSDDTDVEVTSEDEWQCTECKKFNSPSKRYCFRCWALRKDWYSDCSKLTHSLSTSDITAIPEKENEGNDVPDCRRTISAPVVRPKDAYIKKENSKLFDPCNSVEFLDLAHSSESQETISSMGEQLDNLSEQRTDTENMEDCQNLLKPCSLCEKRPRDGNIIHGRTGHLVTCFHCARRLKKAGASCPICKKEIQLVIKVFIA
Target sequence (Q00987 whole entry, looked up): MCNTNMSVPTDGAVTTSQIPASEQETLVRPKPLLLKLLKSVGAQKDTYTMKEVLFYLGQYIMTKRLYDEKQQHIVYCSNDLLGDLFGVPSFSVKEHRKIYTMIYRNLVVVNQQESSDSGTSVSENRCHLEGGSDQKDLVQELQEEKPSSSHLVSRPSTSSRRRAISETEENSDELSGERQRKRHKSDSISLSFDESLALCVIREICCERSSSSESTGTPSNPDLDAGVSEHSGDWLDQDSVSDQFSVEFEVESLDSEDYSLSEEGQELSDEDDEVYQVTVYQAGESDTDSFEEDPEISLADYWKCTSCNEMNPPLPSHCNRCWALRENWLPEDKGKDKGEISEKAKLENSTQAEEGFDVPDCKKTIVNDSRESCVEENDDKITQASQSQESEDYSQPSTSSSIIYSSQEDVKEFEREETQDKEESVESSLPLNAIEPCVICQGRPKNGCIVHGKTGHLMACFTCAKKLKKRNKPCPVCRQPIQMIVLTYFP
APJ agonist = activates the human apelin receptor APJ; P35414; CHO-K1 APJ PathHunter beta-arrestin, luminescence; 0% DMSO wells, 100% apelin; activation, % at 20 µM; actives 0.11% (n = 330,000);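 active means activation more than six SD over the plate average, tested at 20 µM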;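 further: 0% = DMSO alone and 100% = apelin-13 at 10 nM; some results filed as inactive read as strong as hits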
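Material: CHO-K1 APJ beta-arrestin complementation cell line; Input: cell density 1000 per well; Incubation: compound stimulation 90 min at 25 °C, detection 60 min; Signal: luminescence from split beta-galactosidase complementation, Galacton Star/Emerald II substrate; Controls: DMSO-only wells as negative, 10 nM Apelin-13 as positive control.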
CHOP UPR activ = apoptotic UPR (CHOP) activation. CHO-CHOP luciferase reporter, luminescence; percent of tunicamycin response over DMSO baseline. activation, % at 10 µM. actives 0.34% (n = 330,000);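 active means at 10 µM dose, activation of 40% or more, normalized to positive control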;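 further: 100% = tunicamycin at 10 µg/mL and 0% = DMSO alone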
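Dosing – one dose, 10 µM in 0.5% DMSO · System – CHO-CHOP cells, stable luciferase reporter of PERK-eIF2a-CHOP signalling · Input – 500 cells/well · Control set – tunicamycin 10 µg/mL final as positive, DMSO-only wells as negative · Timing – 6 h compound treatment, 37 °C · Measure – % activation vs tunicamycin · Technique – luminescence read with Steady-Glo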
* hit, by the source's call. This is a subset; the hit share may differ from the screen's.

SMILES	tim23-1 inh	XBP1 UPR activ	CXCR6 inh	APJ antagonist	CCR6 antagonist	EBI2 antag	Mdm2 MdmX PPI	APJ agonist	CHOP UPR activ
CC(=O)c1ccc(S(=O)(=O)Nc2ccc(Cl)c(S(=O)(=O)N3CCCC3)c2)cc1	-2	0	-4	0	-1	3	5	-1	-1.1
O=C(CSCc1ccccc1)Nc1ccc2c(c1)C(=O)NC2=O	20	-5	-4	8	0	1	20	-3	3.2
O=C(Cc1ccc(Cl)cc1)Nc1ccc(Cl)cn1	25	-2	2	2	3	6	-24	1	2.0
Cn1c2c(c(=O)n(C)c1=O)C(c1cccc([N+](=O)[O-])c1)Nc1ccccc1O2 (stereo not given)	23	-5	5	16	1	13	-1	-2	3.0
NS(=O)(=O)c1ccc(CNC(=O)c2ccc(S(=O)(=O)NCc3ccco3)cc2)cc1	-13	-4	-4	-9	9	-8	20	-1	0.0
CS(=O)(=O)NCc1ccc(C(=O)NC2CCCCC2)cc1	3	-4	-4	-5	10	-2	-6	2	0.6
COP(=O)(OC)c1nc(-c2cccc3ccccc23)oc1N1CCCCC1	31	3	-1	1	8	3	16	-4	1.7
Cc1ccc(NC2=NCC(=O)N2C2CCCC2)cc1C	24	-1	-9	-21	7	-4	9	-2	-1.4
NC(=S)N/N=C1\CC(n2nnnc2-c2ccccc2Cl)C2COC1O2 (stereo not given)	20	-1	-12	-9	-10	0	9	-1	-2.1
O=C(CSc1ncccn1)NC(=O)Cc1ccccc1	-4	2	-4	2	-5	-2	-2	-3	0.3
COc1ccc(NC(=O)CN(C)C(=O)c2ccc(S(=O)(=O)Nc3ccccc3C)cc2)cc1	1	-5	6	23	-5	8	8	0	2.4
CC1=C(C(=O)OC(C)C)C(c2ccc(N(C)C)cc2)C2=C(CC(C)(C)CC2=O)N1 (stereo not given)	9	4	-1	-24	4	10	-5	3	10.0
Cc1ccccc1N1C(=O)C(Oc2ccc(Cl)cc2)C1CNCC1CCCO1 (stereo not given)	33	-2	9	13	12	5	16	-3	-1.8
CCOC(=O)c1c(C)n(CCOc2ccccc2)c2ccc(O)cc12	8	-3	10	8	8	-3	-16	0	3.6
C/C(=N/NC(=O)c1sc(=S)n(C)c1C)c1ccccc1	-7	3	-10	10	8	1	53*	-3	-0.9
O=C(CNS(=O)(=O)c1c(Cl)cccc1Cl)N1CCCCCC1	14	-5	-7	-18	10	3	1	-1	1.4
CCCc1cc(=O)[nH]c(SCC(=O)NC2(C#N)CCCCC2)n1	-3	-1	6	-3	1	0	-34	-2	-0.8
c1ccc(CCNc2ncnc3c2cnn3-c2ccccc2)cc1	35	-1	-11	2	-1	17	-184	-1	5.6
CC(=O)c1ccc(N2CCN(C(=O)C3CCN(S(=O)(=O)c4cccs4)CC3)CC2)cc1	15	-1	-6	7	14	-3	1	-3	1.7
CCNS(=O)(=O)c1ccc(NS(C)(=O)=O)cc1	-4	0	2	6	6	-12	14	-4	-0.5
CCOc1ccc(NC(=O)NCCN2CCN(c3cccc(C)c3C)CC2)cc1	12	-3	5	-7	12	7	32	-2	-2.7
COc1ccc(-c2csc(-n3ncc(-c4ccccn4)c3N)n2)cc1	1	1	-3	5	1	2	58*	-1	-0.3
CC1(C)CC(=O)C2=C(C1)NC1=C(C(=O)c3ccccc31)C2c1ccccc1 (stereo not given)	21	-2	13	3	45	-12	0	0	2.0
O=C(NCC1CCCCC1)c1cccc([N+](=O)[O-])c1	21	1	5	-12	-3	2	-5	0	-0.6
COc1ccc(C(=O)NCC(=O)OCC(=O)N2CCCc3ccccc32)cc1	5	1	-6	8	7	-6	-2	-4	-1.5
COc1ccc(CCNC(=O)C2C3CCC(C3)C2C(=O)O)cc1OC (stereo not given)	-3	-4	0	-30	10	5	5	0	-0.2
Cc1ccc(S(=O)(=O)c2cccc(S(=O)(=O)N3CCCC3)c2)cc1S(=O)(=O)N1CCCC1	22	0	10	-5	13	8	18	-1	1.0
CC(C)(C)SC(C(=O)N1CCOCC1)c1ccc(Br)cc1 (stereo not given)	15	2	3	9	14	-2	3	-3	1.0
COc1ccc(/C=C(\NC(=O)c2ccc(OC)cc2)C(=O)N2CCCCC2)cc1	23	-5	1	7	13	-5	1	-1	1.9
C=CCc1ccc(OCCCCN2CC(C)CC(C)C2)c(OC)c1 (stereo not given)	12	-1	6	6	-1	2	16	-2	0.7
O=C(Cc1ccccc1)NCc1ccccn1	8	-2	-6	7	4	-8	-1	-4	0.4
COc1ccc(-n2c(-c3ccccc3)nnc2-c2ccc(Cl)cc2)cc1	-18	-4	-2	13	-3	-25	26	-7	-1.4
Cc1c(C(=O)O)cccc1-n1c(C)cc(/C=N/Nc2ccc([N+](=O)[O-])cn2)c1C	6	-1	29	23	40	12	0	-6	1.5
COc1cc(C(=O)NCC(=O)OCC(=O)c2cccc3ccccc23)cc(OC)c1OC	17	-4	-6	-7	7	8	-15	-2	-1.6
CC1CC(OCC(O)C[N+]2(C)CCOCC2)CC(C)(C)C1 (stereo not given)	8	-3	1	-7	-7	-5	-4	-4	-4.0
CCOc1ccc(S(=O)(=O)N2CCN(C(=S)NC3CC3)CC2)cc1	5	-2	1	10	-6	5	36	-1	-1.9

One compound at a time, as listed above.
CCOc1ccc(S(=O)(=O)N2CCN(C(=S)NC3CC3)CC2)cc1 is listed as tim23-1 inh = 5; XBP1 UPR activ = -2; CXCR6 inh = 1; APJ antagonist = 10; CCR6 antagonist = -6; EBI2 antag = 5; Mdm2 MdmX PPI = 36; APJ agonist = -1; CHOP UPR activ = -1.9
O=C(Cc1ccc(Cl)cc1)Nc1ccc(Cl)cn1 is listed as tim23-1 inh = 25; XBP1 UPR activ = -2; CXCR6 inh = 2; APJ antagonist = 2; CCR6 antagonist = 3; EBI2 antag = 6; Mdm2 MdmX PPI = -24; APJ agonist = 1; CHOP UPR activ = 2.0

A run of entries of the results above, as a working copy:
SMILES	tim23-1 inh	XBP1 UPR activ	CXCR6 inh	APJ antagonist	CCR6 antagonist	EBI2 antag	Mdm2 MdmX PPI	APJ agonist	CHOP UPR activ
Cc1ccc(S(=O)(=O)c2cccc(S(=O)(=O)N3CCCC3)c2)cc1S(=O)(=O)N1CCCC1	22	0	10	-5	13	8	18	-1	1.0
CC(C)(C)SC(C(=O)N1CCOCC1)c1ccc(Br)cc1 (stereo not given)	15	2	3	9	14	-2	3	-3	1.0

Further compounds follow:
SMILES	tim23-1 inh	XBP1 UPR activ	CXCR6 inh	APJ antagonist	CCR6 antagonist	EBI2 antag	Mdm2 MdmX PPI	APJ agonist	CHOP UPR activ
Cc1csc(SCC(=O)NC(=O)NCc2ccccc2)n1	4	1	3	8	4	1	14	-5	-0.1
COc1ccc(CNC(=O)C2CCCN(S(=O)(=O)c3ccc(Br)s3)C2)cc1 (stereo not given)	-4	-3	-4	13	21	8	4	1	-0.9
COc1ccc(N2CCN(CCNC(=O)CCN3C(=O)COc4ccccc43)CC2)cc1	7	4	-1	16	10	6	2	0	1.4
Cc1nc(C)c(C(=O)C2=C(O)C(=O)N(CCN(C)C)C2c2ccccc2)s1 (stereo not given)	0	2	-2	-29	-3	-3	1	-7	-4.4
O=C(NC1CCCCCCC1)C1=COCCO1	15	0	-10	7	-5	-2	3	-3	2.0
Nc1nc2cc3ccccc3cc2[nH]c1=O	5	9	-1	8	-18	3	33	0	-0.3
CC12CCC(C(=O)NC3CCCC3)(CC1=O)C2(C)C (stereo not given)	15	1	0	2	5	-9	12	-5	-0.5
Cc1cccc2c1nc(-c1ccccc1)n1nnnc21	9	-2	5	15	15	15	18	-6	-1.6
O=C(CCCCCN1C(=O)CCC1=O)NCc1ccccc1	-2	-2	-4	11	-11	-5	18	1	0.0
C=COc1ccc(N2C(=O)c3ccccc3OC2C)cc1 (stereo not given)	29	-1	-2	-26	14	-2	17	-1	0.7
CCc1cccc(CC)c1NC(=O)COC(=O)C1(C)CC1(Cl)Cl (stereo not given)	18	3	4	15	20	4	-7	-1	-0.8
CCOc1ncccc1C(=O)OCC(=O)Nc1nnc(-c2ccccc2)o1	5	1	1	-1	12	-3	13	2	-0.2
COc1ccc(C(=O)OCC(=O)c2ccc(S(=O)(=O)N3CCCCC3)cc2)c(OC)c1	1	-1	14	0	34	7	9	-9	-1.0
CCN(CC)C(=O)Oc1ccc(Cl)c2ccccc12	13	0	-8	15	-12	8	19	-3	-2.7
CCN(CC)C(=S)NC(=O)c1cc(OC)c(OC)c(OC)c1	9	-2	-2	-5	-2	-7	-4	1	-2.7
Cc1sc(N2CCN(S(=O)(=O)c3ccc4c(c3)NC(=O)CO4)CC2)nc1-c1ccccc1	-1	0	4	-2	-9	-2	3	-6	1.6
C=CCn1c(SCc2c(C)noc2C)nc2ccccc2c1=O	6	4	1	-20	8	5	58*	-7	-0.6
O=S1(=O)CC(N2CCOCC2)c2ccccc21 (stereo not given)	-1	-5	8	-12	25	4	13	1	-3.2
CCCCCC(O)CCc1n[nH]c(=S)n1-c1ccccc1 (stereo not given)	13	1	9	-4	2	-2	-6	0	0.7
O=C(Cn1cnc2c(nc3n2CCCCC3)c1=O)Nc1cccc(C(F)(F)F)c1	-2	-2	2	-26	-9	-13	21	-2	-2.1
NS(=O)(=O)c1ccc(CCNC(=O)c2ccc(NC3=NC4CS(=O)(=O)CC4S3)cc2)cc1 (stereo not given)	-1	-1	1	6	-14	-11	-6	0	1.6
O=C(CN1C(=O)C2CC=CCC2C1=O)Nc1nnc(SCc2c(Cl)cccc2Cl)s1 (stereo not given)	-22	-2	-10	-4	2	3	21	-2	-1.8
Cc1ccc(NC(=O)c2ccc(OC(=O)COc3ccc(Cl)c(C)c3)cc2)cc1	-9	-2	7	-8	2	-1	-78	-3	2.2
O=C(Nc1ccc(N2CCN(C(=O)c3ccccc3)CC2)c(Cl)c1)c1ccc(Br)o1	43	-2	-17	-24	-8	2	25	7	4.2
NNC(=O)COc1cccc(Oc2ccccc2)c1	2	0	-19	-14	-6	-13	2	-1	-0.2
Cc1n[nH]c(C)c1CN(C)C(=O)c1cc(COc2ccc(F)c(F)c2)on1	-9	-5	-2	16	15	3	19	6	1.2
Cc1ccc([C@@H]2[C@@H]3C(=O)N(C)C(=O)[C@@H]3[C@]3(C)C(=O)N(Cc4ccccn4)CC(=O)N23)o1	11	2	0	4	0	-7	-11	3	-2.3
CCCCCCC[C@@H](C/C=C/CCC(=O)N(C)C/C(=C/Cl)C/C(=C\C(=O)N1C[C@H](O)CC1=O)OC)OC	47	-2	7	-4	-6	6	40	-2	4.1
CC1CCN(Cc2nnnn2CCCC(=O)N(C)C2CCOC2)CC1 (stereo not given)	4	-5	-2	7	0	-2	28	-2	0.0
Cc1cccc2cc(/C=C/C(=O)c3ccco3)c(Cl)nc12	50*	8	3	4	12	-14	4	-1	2.7
CCOC(=O)c1ccc2[nH]c3c(c2c1)CCCC3C(=O)OCC (stereo not given)	34	3	0	-23	-14	27	19	-2	-0.7
